mcGAS lum – cyclic GMP-AMP synthase inhibitors, mouse, primary biochemical chemiluminescence; Q8C6L5; recombinant cGAS, Kinase-Glo ATP depletion luminescence; inhibition, % at 12.5 µM; 160,000 tested, 0.15% active;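 further: 0% = negative control wells and 100% = reference inhibitor with no enzyme activity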
NPYLR7 agonist – agonists of mosquito NPYLR7 receptor, primary screen, cell-based, Aedes aegypti, calcium fluorescence, mosquito biting behavior. AID 1259423, 2018. HEK293T NPYLR7/Galpha15, GCaMP6s calcium fluorescence. 270,000 tested, 0.15% active. Aedes aegypti neuropeptide Y-like receptor 7 (NPYLR7). activation, % at 10 µM; in the data active means activation above about 40%;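 further: 0% = vehicle and 100% = reference agonist at the receptor; some compounds past the cut are filed as inactive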
hcGAS inh – Primary biochemical luminescence assay for human cyclic GMP-AMP synthase inhibitors; 290,000 tested, 0.081% active; inhibition, % at 12.5 µM; recombinant h-cGAS, ATP depletion, Kinase-Glo luminescence;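 further: 0% = vehicle reaction and 100% = reaction without DNA for no activity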
Target sequence (Q8N884 whole entry, looked up): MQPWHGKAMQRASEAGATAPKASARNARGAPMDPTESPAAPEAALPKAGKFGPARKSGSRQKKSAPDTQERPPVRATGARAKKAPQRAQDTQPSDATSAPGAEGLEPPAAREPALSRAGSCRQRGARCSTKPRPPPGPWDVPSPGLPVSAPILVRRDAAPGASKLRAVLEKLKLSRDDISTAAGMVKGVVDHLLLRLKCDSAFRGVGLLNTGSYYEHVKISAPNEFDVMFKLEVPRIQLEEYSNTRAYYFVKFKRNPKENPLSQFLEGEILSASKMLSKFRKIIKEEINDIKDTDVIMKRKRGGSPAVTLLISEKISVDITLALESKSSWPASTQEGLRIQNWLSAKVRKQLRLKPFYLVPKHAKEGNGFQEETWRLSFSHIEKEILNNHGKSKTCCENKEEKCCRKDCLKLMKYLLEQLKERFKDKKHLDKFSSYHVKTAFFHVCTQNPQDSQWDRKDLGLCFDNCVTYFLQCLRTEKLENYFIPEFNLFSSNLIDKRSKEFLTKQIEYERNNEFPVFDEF
* = called active by the depositor; nt = no result given. Unless noted, no stated cut-off is given here; in the data, active means inhibition above about 40%; inactive means the rest.

SMILES | mcGAS lum | NPYLR7 agonist | hcGAS inh
CCN(CC)c1ccc(NC(=O)NC(c2ccc(OC)cc2)C2CC2)cn1 (stereo not drawn) | nt | 13 | -7
CCCCc1ccc(NC(=O)c2cnc3n(c2=O)CCS3)cc1 | nt | -6 | -1
C=C(C)Cn1c(=O)c2c(nc3n(CCC)c(C)cn23)n(C)c1=O | nt | 7 | -5
COC(=O)Cn1c(=NC(=O)C2=COCCO2)sc2cc(S(N)(=O)=O)ccc21 | nt | 6 | 0
Cc1ccc(C)c(Cn2ccnc2CN(C(=O)c2ccc(F)cc2)C(C)C)c1 | -5 | 19 | -4
O=C(CSC1=Nc2ccccc2CS1)N1CCc2ccccc21 | -6 | 14 | -2
CCOC(=O)C1(CCc2ccccc2)CCN(C(=O)c2cc(C)nc3c(C)cccc23)CC1 | -9 | 2 | -9
COCCCN(CC(=O)N(CCc1c[nH]c2ccccc12)Cc1ccccc1)C(=O)C(Cl)Cl | -5 | 17 | -9
O=C(/C=C/c1ccccc1)NC1CCN(c2ccccc2C(=O)N2CCN(C3CCCC3)CC2)CC1 | nt | 0 | -7
Cc1noc(-c2cccnc2)c1C(=O)NCc1ccsc1 | -1 | -8 | -5
Cn1c(NCc2ccccc2F)nc2cc(-c3ccsc3)sc2c1=O | nt | 8 | -6
O=C(c1cc(Cl)c[nH]1)N(Cc1ccccc1)C1CC1 | nt | 8 | -19
CN1CCc2[nH]cnc2C12CCN(CC1=CC[C@H]3C[C@@H]1C3(C)C)CC2 | -5 | nt | -14
Cc1nc2c(c(C)nn2C)c(C)c1CC(=O)O | nt | 1 | -6
O=C(NCc1ccccn1)c1ccc(CSc2nc(N3CCCC3)cc(C(F)(F)F)n2)o1 | -4 | 10 | -4
O=C(Oc1coc(CSc2ncccn2)cc1=O)c1ccc([N+](=O)[O-])cc1 | -6 | -11 | -6
COc1cccc(Cn2c(=O)c(C(=O)NCc3ccc(F)cc3)nn(-c3ccc(C(F)(F)F)cc3)c2=O)c1 | -4 | 7 | -2
CCc1ccc(S(=O)(=O)N(C)C(Cc2ccccn2)C(C)(C)C)cc1 (stereo not drawn) | nt | 2 | -9
Cc1cccn2cc(C(=O)N3CCCC(N4CCc5ccccc5C4)C3)nc12 (stereo not drawn) | nt | 16 | -5
O=C(O)c1cnn(Cc2ccccc2)c1C(F)(F)F | nt | -4 | 2
CCOc1ccc(CN2CCN(CC3CCCCC3)C(CCO)C2)cc1CO (stereo not drawn) | nt | 3 | -6
CNC(=O)[C@H]1CN(S(=O)(=O)c2ccccc2)[C@]2(C)C(=O)N(CC(=O)N(C)C)c3ccccc3[C@H]12 | -7 | 23 | -7
Cc1ccccc1Nc1nc(N)nc(COc2ccc3c(c2)OCO3)n1 | -7 | 0 | -4
Cc1cc(S(=O)(=O)NCc2ccco2)c(Cl)cc1Cl | nt | 3 | -9
O=C(Nc1ccccc1Oc1cccnc1)C1CCCN(Cc2ccon2)C1 (stereo not drawn) | nt | 9 | -2
CC(C)(C)c1ccc(C(=O)N2CCN(C(C(=O)N3CCOCC3)C3CCCC3)CC2)cc1 (stereo not drawn) | nt | -1 | 0
Cc1ccc(-n2c(C(C)N(C)C(=O)Nc3cccc(Br)c3)nc3cc(Cl)ccc3c2=O)cc1 (stereo not drawn) | -4 | 0 | 2
CCC(C)CN(C)C(=O)Nc1ccc(OC2CCOCC2)c(C)c1 (stereo not drawn) | nt | 6 | -10
Cc1ccc(C)c(NC(=O)CCNC(=O)c2cnn3ccn(C)c23)c1 | nt | 3 | -5
COC(=O)c1ccc(NC(=O)C2CC(=O)N(c3ccc(C)c(F)c3)C2)s1 (stereo not drawn) | nt | 5 | 1
Nc1nsc(N2CCN(Cc3cc4ccccc4nc3Cl)CC2)n1 | nt | 7 | -8
COCc1nc(N2CCN(C(=O)C3CCCO3)CC2)c2cnn(C)c2n1 (stereo not drawn) | nt | 8 | -2
CN(C)c1ccc(C(CNS(C)(=O)=O)N2CCN(c3ccccc3)CC2)cc1 (stereo not drawn) | -9 | 4 | -6
COc1ccc([N+](=O)[O-])cc1NC(=O)CSc1nc2ncccn2n1 | nt | 22 | -10
CC1(C(=O)Nc2ccc3c(c2)OCCO3)CCN1C(=O)C1(c2ccccc2)CC1 (stereo not drawn) | nt | 5 | -5
CCNc1cc(NCCNC(=O)CC)nc(C)n1 | nt | 2 | -6
COc1ccc2[nH]cc(C3CCN(S(=O)(=O)c4cc(C(F)(F)F)ccc4C(F)(F)F)CC3)c2c1 | -7 | 6 | -4
C=CCn1c(C)csc1=Nc1cccc(Br)c1 | nt | 4 | -8
COC(=O)CCSc1nnc(-c2cc(OC)c(OC)c(OC)c2)o1 | nt | 15 | -16
Clc1cccc(NC2=NCCC2)c1 | nt | 3 | -9
O=C(C1=COCCO1)N1CCN(c2nc3ccccc3s2)CC1 | nt | 1 | -7
COc1ccc(CC(=O)Nc2ccc(Nc3cc(-n4cccn4)nc(C)n3)cc2)cc1 | -2 | -8 | 2
CC(C)(C)c1ccc(-c2nc3n(c(=O)c2C#N)CCS3)cc1 | nt | -2 | -2
O=C(Nc1nnc(C2CC2)s1)C1CCCC1 | nt | 4 | -5
C=CCN(CC(=O)N(Cc1ccccc1)Cc1cccn1C)C(=O)Nc1ccc(F)c(F)c1 | -4 | nt | -9
CC1CCc2[nH]c3c(C(=O)OCc4ncc(Cl)n4C)cccc3c2C1 (stereo not drawn) | nt | -3 | 0
CN(C)c1nc2c(c(-c3ccccc3CN3CCOCC3)n1)CCCC2 | 2 | 2 | 2
Cc1cc(NC(=O)COc2ccccc2N2CCCC(C)C2)no1 (stereo not drawn) | nt | -18 | -9
CC1=C[C@@H](CNC(=O)C2CC2)[C@H](C(C)C)C[C@H]1CC(=O)N1CCOCC1 | -5 | -9 | -5
COc1cccc(NC(=O)N(C)Cc2ccc(C3CC3C)o2)c1 (stereo not drawn) | nt | -5 | -5

The listing continues.
SMILES | mcGAS lum | NPYLR7 agonist | hcGAS inh
Cc1nc(SCC(=O)NC2CCS(=O)(=O)C2)c2c3c(sc2n1)CCC3 (stereo not drawn) | -2 | 1 | -1
CCc1nc2ccc(C(=O)NC3CCN(C)CC3)cn2c1N(CC)Cc1ccc(OC)c(OC)c1 | -2 | 6 | -4
COc1ccc2c(CC(=O)NC3CCCCC3)coc2c1 | nt | -5 | -9
NCCSc1c(-c2ccc(F)cc2)[nH]c2ccccc12 | -4 | -4 | 0
CSCCn1c(=NC(=O)c2ccnn2C)sc2cc(F)ccc21 | -8 | nt | -8
COc1cccc(Cn2ccnc2CN(C(=O)C2CC2)C(C)C)c1 | -5 | 18 | -6
O=C(Cn1cnc([N+](=O)[O-])n1)NC1CCCC1 | -5 | 5 | -4
CCn1c(=O)c2c(nc3n2CC(C)CN3c2cccc(C)c2)n(C)c1=O (stereo not drawn) | -2 | -7 | -1
CCc1nc(NC2CCC(N)CC2)c2cnn(-c3ccc(C)cc3)c2n1 (stereo not drawn) | nt | 32 | -8
Clc1ccc(C2Nc3ccc(Cl)cc3C(c3ccccc3)O2)cc1 (stereo not drawn) | nt | 6 | -1
CC(C)(C(=O)N1CC[C@H]2CC[C@@H](C1)N2)c1ccccc1 | -13 | -5 | -5
CCOc1ccc(NC(=O)CC(=O)N2CCCn3cncc3C2)cc1 | nt | 10 | -3
O=C(c1cncc(-c2ccccc2CN2CCOCC2)n1)N1CCCCC1 | nt | -1 | 0
O=C1CSC(c2ccc(C(F)(F)F)cc2)N1CCN1CCNCC1 (stereo not drawn) | -5 | 0 | -3
CNC(=O)C(C#N)C(=O)C1=Cc2cccc(OC)c2OC1 (stereo not drawn) | nt | 11 | -6
NC(=O)c1nc(-c2ccncc2)nc2c1[nH]c(=O)n2-c1cccc(Cl)c1 | 0 | -2 | 1
CC(=O)c1ccc(C(=O)N(CCCN2CCOCC2)c2nc3c(F)cc(F)cc3s2)cc1 | 0 | -5 | 1
O=C(Cc1ccccc1)N/N=C\c1cccc([N+](=O)[O-])c1 | -3 | nt | 0
CCOC(=O)C1CCN(c2nc3c(S(=O)(=O)c4ccc(CC)cc4)nnn3c3ccsc23)CC1 | -7 | 11 | -9
COCc1c(Br)c(C)nc(OCC(=O)N/N=C\c2cc(Br)c(OCc3ccccc3)c(Br)c2)c1C#N | -5 | 8 | -5
O=c1ccc(-c2cccnc2)nn1CCNS(=O)(=O)c1ccc2c(c1)OCCO2 | nt | 5 | -4
Cn1c(C2CCCN(S(C)(=O)=O)C2)nn(Cc2cccc(Cl)c2)c1=O (stereo not drawn) | -7 | -3 | -4
O=C(C1CCNC1)N1CCOc2c(O)cc(-c3csc4ccccc34)cc2C1 (stereo not drawn) | -13 | 2 | 0
CCn1cc(S(=O)(=O)N2CCOC3(CNCCOC3)C2)cn1 (stereo not drawn) | nt | 16 | -4
Cc1cc(C)nc(NN=CC2=CCC3CC2C3(C)C)n1 (stereo not drawn) | nt | -1 | -6
c1ncn(C2CCCCC2)c1CN1C[C@@H]2[C@H](C1)[C@H]1CC[C@@H]2O1 | nt | 4 | -6
O=C(COc1coc(CN2CCc3ccccc3C2)cc1=O)NCC1CCCO1 (stereo not drawn) | -9 | -1 | -7
Cc1occc1C(=O)Nc1ccc(SC2CCCC2)cc1 | nt | 2 | -51
CCOC(=O)c1cnn2cc(-n3cc([N+](=O)[O-])cn3)cnc12 | -3 | -5 | 1
CC1=C(C(=O)OCCC(C)C)C(c2ccc(C)cc2)NC(=O)N1 (stereo not drawn) | nt | 3 | 0
COc1ccc(C(=O)N2CCC3(CC2)OCC(C(=O)O)N3C(=O)c2ccc(F)cc2)cc1OC (stereo not drawn) | -6 | 9 | -6
O=C(CSc1nnnn1-c1ccccc1)c1ccc(F)cc1 | nt | 3 | -11
COc1ccc2sc(N(CCCN3CCOCC3)C(=O)c3cc(C)n(C)n3)nc2c1 | -5 | 3 | -7
CCc1nc2ccc(C(=O)Nc3ccc4c(c3)OCC(=O)N4)cn2c1N(CC)CC(=O)N(C)C | -5 | 12 | -6
Cc1ccc(CN(Cc2ccco2)C(=O)c2ccc3c(c2)[nH]c(=O)n3C)s1 | nt | 10 | -9
COc1ccccc1N1CCN(c2cc(C)nc(-n3cc([N+](=O)[O-])cn3)n2)CC1 | 0 | -5 | 9
O=C1/C(=C/c2ccc(Cl)cc2)C=C(c2ccccc2)N1c1ccc(Br)cc1 | -5 | -3 | -3
N#Cc1cnn(C(N)=S)c1N | -8 | 3 | -16
CC(=O)N1CCCN(c2nc3nonc3nc2N2CCCCCC2)CC1 | nt | 3 | -9
COc1ccc(OC)c(N2CCN(C(=O)c3ccc(F)cc3)C(C)C2=O)c1 (stereo not drawn) | nt | 0 | -4

For convenience, 14 of the compounds above:
SMILES | mcGAS lum | NPYLR7 agonist | hcGAS inh
O=C(COc1coc(CN2CCc3ccccc3C2)cc1=O)NCC1CCCO1 (stereo not drawn) | -9 | -1 | -7
Cc1occc1C(=O)Nc1ccc(SC2CCCC2)cc1 | nt | 2 | -51
CCOC(=O)c1cnn2cc(-n3cc([N+](=O)[O-])cn3)cnc12 | -3 | -5 | 1
CC1=C(C(=O)OCCC(C)C)C(c2ccc(C)cc2)NC(=O)N1 (stereo not drawn) | nt | 3 | 0
COc1ccc(C(=O)N2CCC3(CC2)OCC(C(=O)O)N3C(=O)c2ccc(F)cc2)cc1OC (stereo not drawn) | -6 | 9 | -6
O=C(CSc1nnnn1-c1ccccc1)c1ccc(F)cc1 | nt | 3 | -11
COc1ccc2sc(N(CCCN3CCOCC3)C(=O)c3cc(C)n(C)n3)nc2c1 | -5 | 3 | -7
CCc1nc2ccc(C(=O)Nc3ccc4c(c3)OCC(=O)N4)cn2c1N(CC)CC(=O)N(C)C | -5 | 12 | -6
Cc1ccc(CN(Cc2ccco2)C(=O)c2ccc3c(c2)[nH]c(=O)n3C)s1 | nt | 10 | -9
COc1ccccc1N1CCN(c2cc(C)nc(-n3cc([N+](=O)[O-])cn3)n2)CC1 | 0 | -5 | 9
O=C1/C(=C/c2ccc(Cl)cc2)C=C(c2ccccc2)N1c1ccc(Br)cc1 | -5 | -3 | -3
N#Cc1cnn(C(N)=S)c1N | -8 | 3 | -16
CC(=O)N1CCCN(c2nc3nonc3nc2N2CCCCCC2)CC1 | nt | 3 | -9
COc1ccc(OC)c(N2CCN(C(=O)c3ccc(F)cc3)C(C)C2=O)c1 (stereo not drawn) | nt | 0 | -4

Continuation:
SMILES | mcGAS lum | NPYLR7 agonist | hcGAS inh
CC(C)(NC(=O)c1cccs1)C(=O)NCc1cnn2ccccc12 | -10 | -1 | -5
COc1ccccc1-c1coc2c(CN(C)C)c(O)ccc2c1=O | -5 | 1 | -4
CCNC(=O)N(C)c1c(CC)nc2ccc(C(=O)N3CCN(c4ccccc4)CC3)cn12 | 5 | 3 | 7
O=C(CCc1ccccc1)N(CCCN1CCOCC1)c1nc2c(F)cccc2s1 | -3 | -5 | -1
O=C(CCCCSc1nnc(Cc2ccccc2)n1-c1ccccc1)N1CCN(c2ccc([N+](=O)[O-])cc2)CC1 | -7 | nt | -4
C=CCN1CC(C(=O)NCc2cccnc2Oc2ccc(C)nc2)CC1=O (stereo not drawn) | nt | -1 | -1
CC(C)C(=O)Nc1c2c(nn1-c1ccc(Oc3ccccc3)cc1)CSC2 | nt | -1 | -10
O=C(COc1ccc(F)cc1)N1CCN(S(=O)(=O)c2cccc(C(F)(F)F)c2)CC1 | -5 | 1 | -7
O=C(Nc1nc2c(s1)CCCC2)c1cccc(CN2CC[C@H](O)C2)c1 | nt | -1 | -5
COc1c(C)cc(C(=O)C2CCCN(Cc3c(C)nn(C)c3Cl)C2)cc1C (stereo not drawn) | -5 | 1 | -5
CN(C)c1ccc(CNC(=O)CCc2n[nH]c(=S)[nH]c2=O)cc1 | -10 | 1 | -4

Screens: PubChem, Fisher Drug Discovery Resource Center
